# West Nile antiviral: inhibition of WNV-induced cytopathic effect – cell-based, CPE readout (AID 1621). West Nile virus-infected cells, CPE inhibition; higher % means a stronger effect. one-dose CPE inhibition, % at 10 µM; IC50 in µM for titrated hits. 0.02% of 290,000 active; in the data active = a potency from the dose series; inconclusive = CPE inhibition mostly from about 3.7% at the one dose, without a potency; inactive = the rest, 99 in 100 with CPE inhibition below about 2.2%; note: strong numbers were not always called active
# NOD1 inhibition: NOD1 signaling inhibitors, primary screen, cell-based, luminescence, uHTS (AID 1578); NOD1-driven NF-kB luciferase reporter cells, luminescence; higher % means a stronger effect; inhibition, % at 4 µM, or EC50 in µM where a hit was titrated; 1% of 290,000 active; in the data active = inhibition mostly above about 36%, no sharp cut-off; inactive = mostly below about 34%;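 note: HEK-293T reporter cells stimulated with the NOD1 agonist gamma-tri-DAP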
# HIV peptide binding: inhibitors of HIV fusion peptide binding, primary screen, biochemical, uHTS, fluorescence dequenching (AID 1986); cell-free peptide binding, fluorescence dequenching, 30 min; higher % means a stronger effect; one-dose inhibition, % at 20 µM; IC50 in µM for titrated hits; 0.3% of 290,000 active; in the data active = inhibition mostly above about 52%, no sharp cut-off; inactive = mostly below about 76%; note: some results filed as inactive read as strong as hits
# KOR beta-arrestin-1: kappa opioid receptor blockers – cell-based, luminescence, uHTS (AID 1778); KOR beta-arrestin recruitment, luminescence, antagonist mode; higher % means a stronger effect; inhibition, % at 10 µM, or IC50 in µM where a hit was titrated; 0.091% of 290,000 active; in the data active = inhibition above about 50%; note: strong numbers were not always called active
# GPR55 LPI antagonism: inhibition of LPI-stimulated GPR55 beta-arrestin translocation – imaging, U2OS, beta-arrestin-GFP, LPI agonist, primary screen (AID 2013); U2OS GPR55 beta-arrestin-GFP translocation imaging, LPI antagonism; higher % means a stronger effect; inhibition, % at 10 µM; hits with a dose series show IC50 in µM; 0.13% of 290,000 active;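 active = spots per cell inhibited over 60%, with over 100 cells counted and total cytoplasm intensity under 500,000; inconclusive = wells with under 100 cells, flagged as likely toxic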;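 note: U2OS cells stably carrying GPR55 and arrestin-GFP stimulated by 5 µM LPI near EC80; imaged beta-arrestin-GFP aggregate spots per cell after agonist stimulation; plate controls were LPI-stimulated DMSO wells for no effect and DMSO wells without LPI for full effect; some results filed as inactive read as strong as hits; confirmed hits need IC50 under 10 µM and bright autofluorescent wells are also inconclusive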
# KOR beta-arrestin-2: KOR agonists, beta-arrestin recruitment, primary screen, cell-based, luminescence, uHTS (AID 1777) | KOR beta-arrestin recruitment, luminescence; higher % means a stronger effect | activation, % at 10 µM; hits with a dose series show EC50 in µM | 0.02% of 280,000 active; in the data active = activation above about 50%, passing the limit was not always enough; note: a part of the inactive calls stands beside numbers as strong as those of hits
# GPR55 activation: selective activators of receptor GPR55 – imaging, U2OS cells, beta-arrestin-GFP redistribution, primary screen (AID 1961); U2OS GPR55 beta-arrestin-GFP redistribution imaging; higher % means a stronger effect; one-dose activation, % at 10 µM; EC50 in µM for titrated hits; 0.048% of 290,000 active;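 active = activation above 40% with more than 50 cells counted in the well; inconclusive = wells holding fewer than 50 cells, flagged as toxic or sparse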;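 note: U2OS osteosarcoma cells stably expressing GPR55 and beta-arrestin-GFP; plate controls were DMSO negative control for no effect and LPI positive control for full effect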
# Dengue-2 NS5 capping: flavivirus cap methylation enzyme inhibition – biochemical, confirmation dose response, primary screen (AID 588689); inhibition, % at 25 µM; hits with a dose series show IC50 in µM; Dengue-2 NS5 methyltransferase capping enzyme assay, biochemical; higher % means a stronger effect; 0.3% of 340,000 active; in the data active = a potency from the dose series; inconclusive = inhibition above about 29% without an active follow-up result
# GPR35 arrestin U2OS: GPR35 antagonists blocking zaprinast-driven arrestin recruitment, primary screen, imaging, U2OS, beta-arrestin-GFP, zaprinast agonist (AID 2058). inhibition, % at 10 µM; hits with a dose series show IC50 in µM. 0.052% of 290,000 active. U2OS GPR35 beta-arrestin-GFP translocation imaging, zaprinast antagonism; higher % means a stronger effect;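 active = inhibition of at least 50% with at least 30 cells and total cytoplasm GFP at most 10,000,000; inconclusive = under 30 cells or total GFP of 10,000,000 plus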
# Dengue-2 NS5 capping pilot replicate: also measured in Dengue-2 NS5 capping; calls as there; inhibition, %; measured here: pilot screen replicate inhibition
# Starred values were filed as active, the others as inactive; ? = inconclusive; . = no result given; [ ] = remark or other dose.
SMILES,West Nile antiviral,NOD1 inhibition,HIV peptide binding,KOR beta-arrestin-1,GPR55 LPI antagonism,KOR beta-arrestin-2,GPR55 activation,Dengue-2 NS5 capping,GPR35 arrestin U2OS,others
Cc1ccc(N(C(=O)Cn2nnc(-c3ccccc3F)n2)C(C(=O)NC2CCCC2)c2ccncc2)cc1 (centres undefined),0.1%,-48%,-1.4%,-7%,-6%,0.7%,-0.1%,-15%,-10%,
Cc1cccc(Cn2c(C(C)O)nc3ccccc32)c1 (centres undefined),-0.3%,.,3.5%,23%,-6%,-1.2%,-0.2%,-9%,3%,
O=S(=O)(NCC1CCCN(Cc2ccccc2O)C1)c1cccc2cccnc12 (centres undefined),-0.7%,-15%,-0.8%,5%,-12%,4.6%,0.7%,-6%,4%,
O=C1Nc2ccc([N+](=O)[O-])cc2OC1CCN1CCN(Cc2ccccc2)CC1 (centres undefined),0.3%,-36%,1.3%,2%,-2%,-4.8%,-0.1%,-1%,15%,
CCOC(=O)c1c2ccc(OCC(=O)N/N=C/c3ccc(C)cc3)cc2n2ccccc12,.,.,-4.8%,-16%,1%,-1.4%,0.3%,9%,-2%,
COc1cccc(C(=O)OCC(=O)NCCc2ccccc2)c1OC,0.1%,-24%,-0.5%,-3%,10%,-1.5%,-0.3%,-9%,-8%,
COc1ccc(NS(=O)(=O)c2ccc(N3C(=O)CCC3=O)cc2)cc1,0.3%,-7%,-0.8%,14%,10%,-7.5%,-0.2%,-4%,10%,Dengue-2 NS5 capping pilot replicate=-0.3
CC(=O)Nc1cc(NC(C)=O)c2nc(N)sc2c1,-0.1%,11%,-1.7%,12%,14%,-3.6%,-0.2%,-11%,2%,
O=C(COc1ccc(-n2cnnn2)cc1)Nc1ccccc1Cl,-0.3%,-21%,-1.6%,-34%,-6%,0.4%,-0.1%,8%,-4%,
CCOC(=O)CC(=O)CSc1nc2c(C)c(C)ccc2cc1C,-0.7%,6%,-0.2%,-20%,13%,0.1%,0.3%,-8%,10%,
CCN(CC)CCN(C(=O)c1ccc([N+](=O)[O-])cc1)c1nc2ccc(OC)cc2s1,0.0%,-26%,2.4%,1%,7%,-3.3%,-0.2%,0%,4%,
CN(Cc1nc(-c2cnccn2)no1)Cc1n[nH]c2c1CCCC2,0.0%,-22%,-0.5%,5%[20 µM],-9%,.,-0.1%,-15%,11%,
Cc1cc2c(NC(=O)CCCC(=O)O)cccc2nn1,0.2%,-3%,0.9%,17%,3%,-2.9%,-0.1%,-7%,7%,
CCCc1c(C(=O)N/N=C/c2ccc(OC)c(OCc3ccccc3)c2)nnn1-c1nonc1N,?,2%,-0.6%,-24%,0%,7.2%,-0.1%,-9%,-6%,
O=C(Nc1ccc2c(c1)C(=O)N(CC1CCCO1)C2=O)c1cccc(Br)c1 (centres undefined),-0.6%,-14%,3.6%,-1%,11%,-2.8%,-0.1%,-5%,1%,
CNC(=O)c1[nH]cnc1C(=O)Nc1ccccc1OC,0.0%,-27%,-2.1%,-18%,-4%,-1.5%,-0.4%,-5%,13%,
Clc1ccc(OCCSc2ncccn2)c2ccccc12,1.4%,-14%,-0.7%,-4%,8%,-1.9%,-0.2%,-8%,-4%,Dengue-2 NS5 capping pilot replicate=-4.8
CC(C)S(=O)(=O)c1csc(NC(=O)Nc2cccc([N+](=O)[O-])c2)c1Cl,-0.7%,-1%,-2.4%,9%,-1%,-1.5%,0.3%,-9%,11%,
COc1cc(C(=O)N/N=C/c2cc([N+](=O)[O-])cs2)cc(OC)c1OC,-1.0%,-29%,-0.3%,5%,-7%,-1.2%,-0.1%,-5%,-2%,
COC(=O)c1c(-c2c(Cl)cccc2Cl)noc1C(=O)NN,0.3%,-8%,-0.1%,-16%,-9%,2.9%,0.5%,-3%,-4%,
Cc1nn(C)cc1C1Nc2ccccc2C(=O)N1O (centres undefined),0.5%,-42%,-0.6%,30%,5%,0.4%,0.0%,-2%,-8%,
CC1=NN(c2ccc(C)c(C)c2)C(=O)/C1=C\C=C\c1ccc([N+](=O)[O-])o1,-0.1%,-26%,14%,-55%,7%,6.8%,-0.5%,1%,9%,
CN1CCC(OC(=O)c2ccccc2)CC1,-1.0%,13%,-1.9%,.,9%,-22%,-0.1%,-3%,16%,
CN(Cc1ccc(F)cc1)Cc1nc(-c2cnccn2)no1,-0.7%,-39%,1.4%,-18%,-6%,1.0%,-0.1%,-1%,-18%,
N#Cc1cc(C(=O)c2cc(F)ccc2O)cn(-c2nccs2)c1=O,0.8%,5%,151%,-15%,12%,-1.0%,0.3%,25%,1%,
SMILES,West Nile antiviral,NOD1 inhibition,HIV peptide binding,KOR beta-arrestin-1,GPR55 LPI antagonism,KOR beta-arrestin-2,GPR55 activation,Dengue-2 NS5 capping,GPR35 arrestin U2OS,others
Cc1cccc(C(=O)N2CCN=C2SCc2ccc([N+](=O)[O-])cc2)c1,-0.6%,42%*,-1.0%,-4%,2%,-4.1%,-0.1%,-4%,0%,
CC(C)C(c1nnnn1Cc1ccccc1)N1CCC(C(N)=O)CC1 (centres undefined),0.9%,-23%,-1.3%,-1%,10%,1.8%,0.2%,-7%,25%,
O=C(CSc1nnnn1CCCO)Nc1ccc2c(c1)OCO2,1.3%,-16%,0.2%,-44%,-7%,1.1%,-0.2%,-10%,-6%,
Cc1ccc(NC(=O)CSc2nnc(NC(=O)c3ccc(S(=O)(=O)N4CCOCC4)cc3)s2)cc1,0.6%,-57%,-0.5%,2%,4%,-0.7%,-0.2%,-3%,-10%,
C/C(=N\NC(=O)c1cccc(F)c1)c1cccc(NC(=O)c2ccc(F)cc2)c1,0.6%,-39%,2.3%,-12%[20 µM],4%,-1.4%,-0.2%,-14%,-8%,
CSCCC(=O)N1CCCC(CNC(=O)c2ccccc2Cl)C1 (centres undefined),-0.7%,-47%,-0.2%,-48%[20 µM],10%,.,-0.1%,7%,10%,
Nc1cc(=O)[nH]c(SCC(=O)N2CCc3ccccc3C2)n1,0.2%,-14%,-2.9%,23%,-4%,3.5%,0.2%,4%,-4%,
N=C1C(c2ccccc2)=C(O)CN1c1cccc(O)c1,-0.7%,-14%,-1.8%,-4%,8%,-5.1%,-0.6%,-1%,0%,
CC(C)(C)NC(=O)Cn1c(SCC(=O)N2CCCCCC2)nc2ccccc21,-0.2%,7%,-1.2%,.,4%,.,0.2%,-5%,6%,
Cc1ccc2nc(-c3ccc(NC(=O)CNC4CC4)cc3)sc2c1,2.5%,-67%,1.6%,-2%,47%,-2.7%,-0.2%,-2%,21%,
C=CCNC(=O)C1CC(=O)N(c2ccc(OCC(=O)Nc3ccc(C)cc3)cc2)C1 (centres undefined),0.7%,21%,5.0%,9%,.,0.7%,-0.1%,-5%,-8%,
Cc1ccccc1OCc1nnc(SCC(=O)NC2CCCCC2)o1,-0.5%,-26%,1.4%,-20%,4%,-1.6%,-0.3%,1%,2%,
Nc1nn(-c2ccccc2)c(N)c1N=Nc1ccc2c(c1)OCO2,-0.7%,-68%,-2.0%,-58%,12%,-0.1%,-0.3%,-7%,-5%,
COc1c(C)oc2cc(O)ccc2c1=O,0.0%,-24%,0.7%,36%,4%,1.7%,0.8%,-1%,6%,
COC(=O)c1c(C(C)=O)c(C)n(C)c1C,0.1%,-8%,0.4%,8%,10%,1.9%,0.0%,-2%,-3%,
CC1C(=O)N2CCCc3cc(S(=O)(=O)NCCc4ccccc4)cc1c32 (centres undefined),-0.2%,-29%,-1.1%,-12%,9%,-0.8%,0.3%,-8%,-3%,
O=C(CN(CC1CCCO1)C(=O)CNS(=O)(=O)c1ccc(Cl)cc1)NCCc1ccccc1 (centres undefined),-0.3%,7%,-0.3%,32%,-5%,-2.5%,0.0%,-6%,-16%,
Cn1cccc1/C=N/NC(=O)c1cccc(OC(F)(F)C(F)F)c1,-0.4%,-9%,1.3%,8%,-13%,1.8%,-0.3%,-3%,-19%,
Cc1cccc(NCC(O)Cn2cnc3c2c(=O)n(C)c(=O)n3C)c1 (centres undefined),0.1%,-1%,0.9%,18%,9%,-1.8%,-0.1%,-9%,4%,
C/C(=N\NC(=O)CSc1nc(C)cc(C)n1)c1cccc([N+](=O)[O-])c1,0.3%,-16%,-0.2%,2%,-6%,-4.8%,0.2%,5%,-16%,
C/C(CC(=O)Nc1ccc(Cl)cc1Cl)=N\NC(N)=S,-0.5%,-11%,-2.7%,-4%,-8%,6.1%,-0.1%,6%,0%,
CN1/C(=C/c2cccc[n+]2CCO)Sc2ccccc21,0.2%,17%,-0.5%,-18%[20 µM],-12%,-4.3%,-0.2%,-1%,3%,
COc1ccccc1NC(=O)Nc1ccc(C(=O)N2CCCCC2)cc1,-0.5%,-14%,-0.6%,4%,11%,4.9%,-0.1%,-4%,7%,
Cc1ccc(S(=O)(=O)N2CCCCCC2)cc1[N+](=O)[O-],-0.1%,1%,-0.4%,22%,-4%,3.8%,0.8%,-7%,12%,
CC(C)CNC(=O)Cn1c(=O)c2c(ncn2CC(C)C)n(Cc2ccccc2)c1=O,0.8%,-10%,-0.2%,0%,18%,-5.6%,0.1%,-8%,-12%,
SMILES,West Nile antiviral,NOD1 inhibition,HIV peptide binding,KOR beta-arrestin-1,GPR55 LPI antagonism,KOR beta-arrestin-2,GPR55 activation,Dengue-2 NS5 capping,GPR35 arrestin U2OS,others
O=C(COc1ccc(Cl)cc1)Nc1ccccc1C(=O)NCc1cccnc1,-0.1%,-14%,-0.4%,31%,19%,-1.9%,-0.1%,-2%,-7%,
CCOc1ccccc1C(=O)N1CCC(n2nnc3cc(C)ccc32)CC1,-0.7%,-3%,2.4%,-16%,3%,-8.0%,0.1%,-3%,11%,
O=C(COc1ccc(S(=O)(=O)N2CCOCC2)cc1)Nc1cccc([N+](=O)[O-])c1,-0.8%,3%,-0.7%,4%,10%,1.6%,-0.1%,3%,17%,
Cc1cc(NC(=O)CSc2nnnn2C)n(-c2ccccc2)n1,0.2%,0%,-2.8%,-3%,10%,-0.6%,0.0%,-3%,6%,
O=C(N1CCCC1)C12CC3CC(CC(C3)C1)C2,-0.3%,-40%,2.8%,7%,-6%,7.1%,-0.3%,-5%,4%,
O=C(Cn1cnc2ccccc2c1=O)NCCC(=O)Nc1ccccc1C(F)(F)F,0.0%,-13%,-0.6%,7%,6%,1.3%,0.2%,1%,-3%,
O=C(c1cc(-c2ccccn2)nc2c(Cl)cccc12)N1CCN(C(=O)C2CCCO2)CC1 (centres undefined),0.8%,-20%,-0.2%,15%,-8%,0.5%,-0.1%,.,-13%,
CC1=NN(C(=O)c2cc(C)nn2C)C(O)(C(F)(F)F)C1 (centres undefined),-0.4%,4%,2.5%,2%,-6%,1.4%,0.4%,-1%,-9%,

# Bioassay records (PubChem)

# A portion of the library; count on the stated rates, not on these rows.
